KCNQ2 inh = KCNQ2 potassium channel inhibitors, primary screen, cell-based, CHO-K1, FluxOR thallium flux, B-score (AID 2156) | Potassium voltage-gated channel subfamily KQT member 2 (Rattus norvegicus), O88943 | 20 min; active compounds read low | B-score at 10 µM | hit rate 1.1% among 310,000;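 active = fluorescence ratio B-score at most minus 3 library SDs, with starting brightness B-score within 2 library SDs, cut at about -5.5 in these data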
STK33 kinase inh = inhibitors of purified STK33 kinase, primary screen, biochemical, ADP-Glo luminescence, homogeneous, cell-free; Serine/threonine-protein kinase 33 (Homo sapiens), Q9BYT3; MBP phosphorylation; inhibition, % at 10 µM; hit rate 0.073% among 320,000; AID 2661, 2010;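 active = inhibition at or above 25%, using the most active replicate where run in duplicate; inactive = inhibition below 25%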
Target sequence (Q9BYT3 whole entry, looked up): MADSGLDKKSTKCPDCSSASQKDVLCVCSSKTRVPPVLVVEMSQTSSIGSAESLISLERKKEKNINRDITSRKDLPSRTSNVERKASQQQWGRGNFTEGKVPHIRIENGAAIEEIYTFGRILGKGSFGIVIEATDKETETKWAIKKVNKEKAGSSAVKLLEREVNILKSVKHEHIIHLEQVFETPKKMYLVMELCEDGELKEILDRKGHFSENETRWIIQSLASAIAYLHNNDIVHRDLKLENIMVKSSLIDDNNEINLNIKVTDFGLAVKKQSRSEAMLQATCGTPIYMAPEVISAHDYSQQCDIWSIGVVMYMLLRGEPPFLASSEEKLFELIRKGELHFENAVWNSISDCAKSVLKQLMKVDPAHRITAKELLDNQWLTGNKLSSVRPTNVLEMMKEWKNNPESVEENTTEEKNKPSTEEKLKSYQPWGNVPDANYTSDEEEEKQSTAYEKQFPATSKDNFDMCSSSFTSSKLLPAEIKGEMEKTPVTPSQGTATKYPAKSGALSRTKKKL
Kir21 inh = inhibitors of mouse Kir2.1 inward-rectifier potassium channel; hit rate 0.85% among 310,000; Inward rectifier potassium channel 2 (Mus musculus), P35561; B-score at 10 µM; HEK293-Kir2.1, FluxOR thallium flux fluorescence; active compounds read low;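 active = fluorescence ratio B-score at or below minus 3 SD of library scores, with starting-brightness B-score within 2 SD, cut at about -4.2 in these data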;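 also: channel flux triggered by added potassium and thallium sulfate stimulus; B-score of peak minus minimum fluorescence over baseline after thallium stimulus; more negative B-score means stronger Kir2.1 block with less thallium influx; some compounds called inactive have numbers as strong as hits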
Target sequence (P35561 whole entry, looked up): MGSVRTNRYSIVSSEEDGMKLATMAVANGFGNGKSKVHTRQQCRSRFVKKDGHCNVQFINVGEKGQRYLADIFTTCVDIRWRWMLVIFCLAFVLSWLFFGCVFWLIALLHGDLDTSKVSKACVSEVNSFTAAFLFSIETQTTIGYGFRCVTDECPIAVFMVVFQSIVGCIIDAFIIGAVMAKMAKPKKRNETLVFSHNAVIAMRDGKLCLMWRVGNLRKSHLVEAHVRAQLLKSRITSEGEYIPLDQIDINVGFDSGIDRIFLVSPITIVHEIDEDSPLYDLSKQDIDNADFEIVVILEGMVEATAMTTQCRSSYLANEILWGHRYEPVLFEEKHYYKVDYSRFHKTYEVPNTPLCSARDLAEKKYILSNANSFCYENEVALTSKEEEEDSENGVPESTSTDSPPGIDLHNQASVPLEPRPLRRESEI
* = called active by the depositor; i = inactive; nt = not tested or not shown.

Below each SMILES – KCNQ2 inh, STK33 kinase inh, Kir21 inh
CCCCCCN1N=C(C)C(C(=O)c2ccc(Cl)cc2)C1=O (stereo not given)
 : i, -1.3, 0.24
O=C(NC1(C(F)(F)F)NC(=O)N(Cc2cccnc2)C1=O)c1ccccc1 (stereo not given)
 : i, 0.3, 1.85
O=C1N/C(=N/O)S/C1=C/c1cccc([N+](=O)[O-])c1
 : i, -0.4, 0.84
O=P1(c2ccccc2)C=Cn2c1cc1c2CCCC1 (stereo not given)
 : i, -0.3, 2.35
O=C(Cc1ccccc1)N/N=C/c1ccc(Cl)cc1Cl
 : i, -3.8, 0.67
O=C(N/N=C(\c1ccccc1)c1ccccn1)c1ccccc1Cl
 : i, -0.9, -0.08
COc1cc(C2CC(=O)Oc3c2c(=O)n(C)c2ccccc32)ccc1O (stereo not given)
 : i, 1.1, 0.01
Cc1c(NC(=O)C(C)Sc2ncnc3ccccc23)c(=O)n(-c2ccccc2)n1C (stereo not given)
 : i, -0.6, 0.29
COc1ccc(Nc2cccc(Cl)c2)c(C(=O)O)c1
 : i, 0.0, 1.09
CCCOC(=O)CSc1nc(N)c(C#N)c(-c2ccco2)c1C#N
 : i, 0.3, -0.15
COc1ccc(NC(=O)CSc2nnc(-c3ccco3)n2C)cc1
 : i, -2.2, -1.59
CCCc1ccc(OCCNC(=O)c2ccco2)cc1
 : i, 0.6, -0.82
OC1(c2ccccc2)Cc2cccc[n+]2C1c1ccccc1 (stereo not given)
 : i, -0.9, 1.39
Cc1ccc(S(=O)(=O)N2CCOCC2)cc1NC(=O)C1CC(=O)N(c2ccc3c(c2)OCCO3)C1 (stereo not given)
 : i, -0.9, 1.65
CCCC(=O)Nn1cnc2c(c1=O)C1(CCCC1)Cc1ccccc1-2
 : i, -0.1, 0.52
COC(=O)c1ccc(CNC(=O)N2CCN(S(=O)(=O)c3ccc(C)cc3)CC2)cc1
 : i, -0.6, 0.06
O=C(Nc1cccc(S(=O)(=O)c2cccc(NC(=O)c3ccco3)c2)c1)c1ccco1
 : i, -1.1, -1.84
Cc1ccc(S(=O)(=O)Nc2ccc(C(=O)NCc3ccncc3)cc2)cc1
 : i, -1.2, 1.07
Cn1c(CNc2ccc(F)cc2)nc2ccccc21
 : i, 1.0, 1.59
COC(=O)C1CCN(CC(N)=O)CC1
 : i, -1.5, 0.68
COc1ccccc1/C=N/NC(=O)c1cc2c(ccc3ccccc32)o1
 : -6.43*, 1.0, -2.63
CSc1nnc(-c2cnccn2)n1Cc1ccccc1
 : i, -1.4, -1.02
COc1ccc2c(c1)C1(Nc3ccccc3-c3nc4ccccc4n31)C(=O)N2C (stereo not given)
 : i, 2.5, 0.31
O=C(Nc1ccccc1Cl)c1ccc(Cl)cc1Cl
 : i, -1.0, 0.5
CCCCOc1ccc(N(CC(=O)NCC2CCCO2)C(=O)CCC(=O)Nc2cc(C)ccn2)cc1 (stereo not given)
 : i, -0.3, 0.83
CC(C)CCNC(=O)C1CCN(c2nnc(-n3cccc3)s2)CC1
 : i, -1.0, -1.44
O=C(CSCc1ccc(Br)cc1)N=Nc1c(O)[nH]c2ccccc12
 : i, -0.9, -2.84
COC(=O)[C@@H]1C[C@@]2(O)[C@H](O)[C@H](O)[C@H](O)C[C@H]2N1Cc1ccc(C(C)(C)C)cc1
 : i, -1.5, -3.21
NC(=O)c1nsc(C(=O)N(c2ccccc2)C(C(=O)NC2CCCC2)c2ccncc2)c1N (stereo not given)
 : i, -1.1, 1.5
CCOc1ccc(Nc2nc(-c3sc(N)nc3C)cs2)cc1
 : i, -0.6, -0.02
O=C1CCC(C(=O)N2CCC(O)CC2)CN1CCc1ccc(Cl)cc1 (stereo not given)
 : i, 0.1, -0.72
O=C(CSc1nc(=O)n(CCCN2CCOCC2)c2c1CCC2)Nc1ccc(F)cc1F
 : i, 0.6, 0.05
CC(C)(C)c1ccccc1NC(=O)Cn1cnc2cc([N+](=O)[O-])ccc2c1=O
 : i, 0.8, -0.93
CC(=O)NC1=NN(C(C)=O)C(C)(CS(=O)(=O)c2ccc(Cl)cc2)S1 (stereo not given)
 : i, 0.3, -0.13
COc1ccc(C(=O)NCC(=O)N2CCCC(C)C2)cc1OC (stereo not given)
 : i, -0.9, 0.65
O=C(CCc1ccccc1)Nc1ccccc1C(=O)NCc1ccco1
 : i, -0.6, 0
CCNC(=O)CSc1nc2ccccc2c(=O)n1CCCOC(C)C
 : i, -1.1, 0.97
C=C(C)c1cccc(C(C)(C)NC(=O)N2CCN(c3ccccn3)CC2)c1
 : i, -1.5, 0.32
CCOc1ccc(N2CC(O)=C(c3ccccc3)C2=N)cc1
 : i, 0.2, 0.7
Cc1cccc(CNC(=O)c2cc(S(=O)(=O)N3CCOCC3)cn2C)c1
 : i, -0.8, -0.8
COc1ccc(CCNC(=S)NCc2cccs2)cc1OC
 : i, -0.8, -0.05
CCc1nnc(NS(=O)(=O)c2ccc(NC(=S)NC(=O)c3cccnc3)cc2)s1
 : i, -2.6, 0.23
COc1ccc(N(CC(=O)Nc2cc(Cl)ccc2OC)S(=O)(=O)c2c(C)[nH]c(=O)[nH]c2=O)cc1
 : i, 1.5, 0.64
C/C(=N/NC(=O)CN1CCN(S(=O)(=O)c2ccc(C)cc2)CC1)c1ccco1
 : i, -1.0, 2.32
Cc1cc(F)ccc1S(=O)(=O)Nc1ccccc1C(=O)Nc1ccc2[nH]c(=O)[nH]c2c1
 : i, 0.2, 0.01
O=c1cc2c(n[nH]1)CCCC2
 : i, -1.9, 0.36
CC1=C(C(=O)OCc2ccc3c(c2)OCO3)C(c2cccc([N+](=O)[O-])c2)NC(=O)N1 (stereo not given)
 : i, -1.0, 0.01
Cc1cccc2sc(NC(=O)CN3C(=O)C4CC=CCC4C3=O)nc12 (stereo not given)
 : i, -0.2, -0.1
CCCCNC(=O)Nc1ccon1
 : i, -6.5, -0.94
N#Cc1ccccc1Sc1ccccc1C(=O)OCC(=O)NC1CCCCC1
 : i, 0.1, 0.08
NNc1ccc(Cl)c(C(=O)O)c1
 : i, -1.4, -2.05
CSC1=NCCN1C(=O)Cc1cccc2ccccc12
 : i, -1.6, 0.1
COC(=O)CCN(C(=O)c1cccc(OC(C)=O)c1)c1ccccn1
 : i, 4.2, 1.09
Cn1c(=O)[nH]c(=O)c2c1nc(N1CCCCC1)n2C/C=N/Nc1ccc(C(=O)O)cc1
 : i, 0.0, -0.6
O=C(CCC(=O)Nc1ccc(F)cc1)N/N=C/c1cccc(Br)c1
 : i, -0.5, -1.95
COc1ccc(S(=O)(=O)N(C(C)=O)c2ccc3oc(=O)sc3c2)cc1
 : i, -1.6, 1.1
CCOC(=O)N1CCC(NC(=O)c2cc3c(=O)n(C)c4ccccc4c3n2C)CC1
 : i, -3.0, 0
COc1ccc(N2CCN(S(=O)(=O)c3ccc4c(c3)OCCO4)CC2)cc1
 : i, -0.3, -0.8
C/C(=N/OC(=O)c1ccc(C)cc1)c1ccc(N2C(=O)C3CCCCC3C2=O)cc1 (stereo not given)
 : i, -0.7, 0.71
COc1ccc(-c2noc(N3CCC(C(=O)NCCCN4CC(C)CC(C)C4)CC3)n2)cc1 (stereo not given)
 : i, -0.3, -2.78

Continuation.
Below each SMILES – KCNQ2 inh, STK33 kinase inh, Kir21 inh
CCC[N+]1(CC#CCC(c2ccccc2)c2ccccc2)CCCCC1
 : i, 0.1, -4.16
CCn1cnc2cc(NS(=O)(=O)c3ccc(C)cc3)ccc21
 : i, -0.8, -0.34
O=C(Cn1cc[n+](CC(=O)c2ccc(Cl)cc2Cl)c1)c1ccc(Cl)cc1Cl
 : i, -0.1, 0.02
O=C(Nc1ccccc1C(=O)N1CCCC1)C1CCN(c2ncccn2)CC1
 : i, -1.6, 0.68
Cc1cc(C(=O)N/N=C2\CCCC(=O)C2)c(C)n1-c1ccccc1
 : i, -0.7, 0.43
O=C(c1ccccc1)c1nn(-c2ccccc2)c2nnc(Cc3ccccc3)c(=O)n12
 : i, -0.2, 2.97
COC(=O)CCSC(=S)N1CCOCC1
 : i, 0.6, 1.14
O=C(N/N=C/c1ccco1)C1(O)c2ccccc2-c2ccccc21
 : i, -1.1, -1.43
COc1ccc2occ(C(=O)c3ccc(N=C(C)N(C)C)cc3)c2c1
 : i, -1.3, -2.43
CCN(CC)C(=O)c1cc(-c2ccc(Br)cc2)on1
 : i, -2.1, -0.8
Cc1cc(-c2nc3ncccc3o2)ccc1NC(=S)NC(=O)C(C)C
 : i, -1.1, 1.14
CCOC(=O)N1CCC(N2Cc3cccc(C(=O)N4CC(C)CC(C)C4)c3C2=O)CC1 (stereo not given)
 : i, -1.1, 1.13
CC(=O)Nc1cc(C(F)(F)F)ccc1OCC1CCCO1 (stereo not given)
 : i, -0.1, -0.19
Cn1c(-c2ccccc2)nc2cnccc21
 : i, 0.4, -1.17
CCCN(Cc1ccccc1)C(=S)Nc1cccc(C)c1C
 : i, -1.6, -1

Structures from the list above containing an NH in an aromatic ring:
Below each SMILES – KCNQ2 inh, STK33 kinase inh, Kir21 inh
O=C(CSCc1ccc(Br)cc1)N=Nc1c(O)[nH]c2ccccc12
 : i, -0.9, -2.84
COc1ccc(N(CC(=O)Nc2cc(Cl)ccc2OC)S(=O)(=O)c2c(C)[nH]c(=O)[nH]c2=O)cc1
 : i, 1.5, 0.64
Cc1cc(F)ccc1S(=O)(=O)Nc1ccccc1C(=O)Nc1ccc2[nH]c(=O)[nH]c2c1
 : i, 0.2, 0.01
O=c1cc2c(n[nH]1)CCCC2
 : i, -1.9, 0.36
Cn1c(=O)[nH]c(=O)c2c1nc(N1CCCCC1)n2C/C=N/Nc1ccc(C(=O)O)cc1
 : i, 0.0, -0.6

Next section.
Below each SMILES – KCNQ2 inh, STK33 kinase inh, Kir21 inh
Cc1ccc(S(=O)(=O)NCC(c2cccnc2)N2CCOCC2)cc1 (stereo not given)
 : i, -0.7, -0.61
Clc1ccc(Cl)c(OCCN2CCOCC2)c1
 : i, -0.7, -0.21
COc1ccccc1N1CCN(C(=O)C2CCC(CNS(=O)(=O)c3ccc(NC(C)=O)cc3)CC2)CC1 (stereo not given)
 : i, -0.6, -0.56
COC(=O)c1ccc(CNC(=O)COc2ccccc2Br)o1
 : i, 0.8, 0.41
CCN(CC)CCCNC(=S)N(CCCO)Cc1cc2cc3c(cc2[nH]c1=O)OCO3
 : i, -2.9, -0.05
O=C(CSc1cccc2cccc(Cl)c12)NCc1cccs1
 : i, -0.4, -0.21
COc1cc(NC(=O)CSc2nc(=O)n(CCN3CCOCC3)c3c2CCC3)cc(OC)c1
 : i, -0.3, -0.26
CCn1nnc(NC(=O)c2ccc(-c3ccccc3[N+](=O)[O-])o2)n1
 : i, -0.9, -1.08
O=C(Nc1ccc(Cl)cc1)c1cnc(-c2ccccc2)nc1-c1ccccc1
 : i, -0.5, -1.12
Cc1cccc(NS(=O)(=O)c2cccc(C(=O)NCC(c3ccco3)N(C)C)c2)c1 (stereo not given)
 : i, -0.1, 0.56
COc1ccccc1-c1nc(C#N)c(N2CCCCCC2)o1
 : i, -1.3, -1.41
Cc1cnc(SCCc2ccncc2)nc1C
 : i, -0.8, 0.54
CCOc1cccc(C(=O)Nc2cccc(-c3nnc(-c4ccc(C)cc4)o3)c2)c1
 : i, 1.3, 0.46
O=C(Cc1nn[nH]n1)c1ccccc1O
 : i, -1.4, 0.32
CCOc1ccc(Nc2nc3ccccc3c(=O)s2)cc1
 : i, -0.3, 1.15
CC(C)CCNC(=O)CCc1nnc(COc2ccccc2)o1
 : i, nt, 0.65
COc1ccc(/C=C/C(=O)Nc2ccc(N3CCOCC3)cc2)cc1
 : i, 0.7, -0.6
CCn1c(C)cc(/C=C2/SC(=O)N(C(C)C(=O)OC)C2=O)c1C (stereo not given)
 : i, -1.4, 0.44
Cn1ncc([N+](=O)[O-])c1C(=O)N1CCOCC1
 : i, -1.4, -0.17
CC(C)(C)S(=O)(=O)c1cnc(-c2cnccn2)nc1N
 : i, 0.7, -1.35
CC(C)(C)c1ccc(C(=O)N2CCC(C(=O)NC3CCCCCC3)CC2)cc1
 : i, 2.1, 0.01
O=C(C1CCN(S(=O)(=O)c2ccc(Br)cc2)CC1)N1CCOCC1
 : i, 0.0, 1.34
COc1ccc(N2CCN(C(=O)C3CCN(S(=O)(=O)c4ccccc4)CC3)CC2)cc1
 : i, 1.2, -0.61
Cc1ccnc(N2CCCC(C(=O)Nc3cc(F)ccc3C)C2)n1 (stereo not given)
 : i, -1.9, 0.11
O=C(CCC(=O)N1CCCC1)Nc1nnc(C2CCCCC2)s1
 : i, 0.5, 0.58
CCN(CC(=O)NC(C)C)C(=O)c1ccc(S(=O)(=O)N(C)c2ccccc2OC)cc1
 : i, -1.6, -1.47
COc1ccccc1NC(=O)c1sc2ncn(CC(=O)N3CCC(C)CC3)c(=O)c2c1C
 : i, 0.6, -0.72
CC1(C)CC(=O)C(C2(O)C(=O)Nc3ccccc32)CO1 (stereo not given)
 : i, -1.6, 0.82
CC(C)CCN1CCN(CCCc2ccccc2)CC1CCO (stereo not given)
 : i, -0.9, 0.31
CCC(C)(C)n1nnnc1C(c1cc(OC)ccc1OC)N1CCN(Cc2ccccc2)CC1 (stereo not given)
 : i, -1.0, -2.49
CCN1CCN(S(=O)(=O)c2ccc(OC)cc2)CC1
 : i, -1.0, 0.15
O=C(CN1C(=O)NC2(CCCCCC2)C1=O)c1ccc2c(c1)OCCO2
 : i, 0.3, -2.34

Screens from PubChem.
